Bioassay records as filed in PubChem.
ERG-DNA inh: blocks human ERG Ets domain binding to DNA. fluorescence polarization, His-ERG Ets domain / labelled DNA. Potency, µM (titrated, usually from 76.9 µM), without a hit: at the top dose FP activity, negative = inhibition, usual class: inhibitors. actives 0.028% (n = 370,000). AID 624246; active = well fitted inhibition curve with a large enough effect in the polarisation, with a control signal flat; inconclusive = small, poorly fitted or top-dose-only effect, or effect the other way, or a change in a side signal; inactive = no such curve, though single readings can be large or run the other way; the % refers to the polarisation;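 note: polarization taken with two DNA probes labelled with fluorescein and Texas red; % of control where 0% means no effect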
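His-tagged ERG Ets domain (1 uM in the protein solution; 300mM KCl, 50mM Tris-HCl, 1mM EDTA, 1mM DTT, pH 7.5) received compound, then a probe mix of 5 nM fluorescein-DNA and 100nM Texas-615-DNA. Fluorescence polarization was read for both dyes.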
HP1b chromo inh: inhibitors of HP1-beta chromodomain binding to methylated histone tails; Potency, µM (titrated, usually from 114 µM), without a hit: top-dose activity change, negative = inhibition, actives largely listed as inhibitors; AlphaScreen HP1-beta / biotin-H3K9me3 peptide binding; P83916; actives 0.56% (n = 390,000); note: nearly all actives have a fitted effect of over 70% in size; inactives centre near 23
Target sequence (P83916 whole entry, looked up): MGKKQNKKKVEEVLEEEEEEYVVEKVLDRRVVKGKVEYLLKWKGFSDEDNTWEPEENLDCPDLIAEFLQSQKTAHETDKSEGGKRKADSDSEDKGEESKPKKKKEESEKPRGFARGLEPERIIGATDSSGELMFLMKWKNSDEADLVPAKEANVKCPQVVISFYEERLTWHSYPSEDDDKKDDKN
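AlphaScreen: HP1-beta (50 nM) preformed 30 min with biotin-H3(1-18)K9me3 peptide (50 nM) in PBS pH 7.4, 0.01% Tween-20. Compound added for 30 min at RT, then streptavidin donor/nickel chelate acceptor beads (10 ug/mL) for 30 min.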
RGS4 inh: inhibitors of human regulator of G protein signaling 4; P49798; Potency, µM (series often up to 114 µM), without a hit: top-dose activity change, negative = inhibition, hits mostly inhibitors; Transcreener GDP fluorescence polarization, RGS4-accelerated GTP hydrolysis; actives 0.039% (n = 390,000); note: % is set by controls: 0 for no effect and ±100 for the full control effect; nearly all actives have a fitted effect of over 75% in size; some results filed as inactive show a strong effect at the top dose
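MLSMR compounds (23 nl, pin-transferred) preincubated 10 min at room temperature with a 500nM (2x) first reagent, then RGS4 at 900nM (2x) plus Transcreener GDP mix added; fluorescence polarization (620/688 nm) read before and after 90 min at 30 °C.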
Pin1 inh: human Pin1 inhibition; Potency, µM (doses to about 115 µM), without a hit: at the highest dose activity, negative = inhibition, hits mostly inhibitors; Q13526; AID 504891; actives 0.009% (n = 390,000); Pin1 FP peptide displacement, HiFluor488, 10 min; active = well fitted inhibition curve with a large enough effect in the polarisation, with a control signal flat, not every such curve was filed as active; inconclusive = small, poorly fitted or top-dose-only effect, or effect the other way, or a change in a side signal; inactive = no such curve, though single readings can be large or run the other way; the % refers to the polarisation; note: % is set by controls: 0 for no effect and ±100 for the full control effect
Target sequence (Q13526 whole entry, looked up): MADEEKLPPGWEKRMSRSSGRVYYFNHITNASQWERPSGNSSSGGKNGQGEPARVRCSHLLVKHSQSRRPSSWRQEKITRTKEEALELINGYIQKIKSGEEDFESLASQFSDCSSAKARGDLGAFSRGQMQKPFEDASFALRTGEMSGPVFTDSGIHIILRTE
JMJD2A Tudor inh: blocks the human JMJD2A Tudor domain | O75164 | AlphaScreen JMJD2A-Tudor / H3K4me3 peptide binding | Potency, µM (highest dose often 114 µM), for inactives: top-dose activity change, negative = inhibition, most hits filed as inhibitors | actives 4.4% (n = 390,000); note: % is set by controls: 0 for no effect and ±100 for the full control effect; nearly all actives have a fitted effect of over 50% in size
rTrxR1 inhibitor: blocks rat thioredoxin reductase 1; Potency, µM (highest dose often 114 µM), for the others: at the highest dose activity change, negative = inhibition, actives largely listed as inhibitors; O89049; recombinant rTrxR1, NADPH fluorescence consumption, selenite substrate; actives 1% (n = 390,000); AID 588453; note: % is set by controls: 0 for no effect and ±100 for the full control effect; nearly all actives have a fitted effect of over 65% in size
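Rat TrxR1 (90 nM in the dispensed reagent) was pre-reduced with 400 uM NADPH for 5 min at room temperature, then incubated with compound for 15 min. After 400 uM selenite was added, NADPH fluorescence (Ex 340/Em 450 nm) was followed for 8 min.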
GLS inh: inhibitors of human glutaminase (GLS). actives 0.21% (n = 410,000). O94925. GLS enzymatic activity, qHTS titration. Potency, µM (top dose mostly 45.5 µM), inactives show top-dose activity change, negative = inhibition, hits mostly inhibitors; note: % is set by controls: 0 for no effect and ±100 for the full control effect
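Glutamate formation by hKGA was monitored fluorometrically using coupled glutamate oxidase, HRP and Amplex Red. Substrate was added as 1 mM L-glutamine solution; incubation was 30 min at RT after an initial read.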
PGK inhibitor: T. brucei PGK inhibition. P07378. PGK/GAPDH coupled, Kinase-Glo luminescence, 60 min. Potency, µM (series often up to 57.5 µM), for the others: at the top dose activity change, negative = inhibition, usual class: inhibitors. actives 0.043% (n = 380,000); note: % is set by controls: 0 for no effect and ±100 for the full control effect; nearly all actives have a fitted effect of over 60% in size
Target sequence (P07378 whole entry, looked up): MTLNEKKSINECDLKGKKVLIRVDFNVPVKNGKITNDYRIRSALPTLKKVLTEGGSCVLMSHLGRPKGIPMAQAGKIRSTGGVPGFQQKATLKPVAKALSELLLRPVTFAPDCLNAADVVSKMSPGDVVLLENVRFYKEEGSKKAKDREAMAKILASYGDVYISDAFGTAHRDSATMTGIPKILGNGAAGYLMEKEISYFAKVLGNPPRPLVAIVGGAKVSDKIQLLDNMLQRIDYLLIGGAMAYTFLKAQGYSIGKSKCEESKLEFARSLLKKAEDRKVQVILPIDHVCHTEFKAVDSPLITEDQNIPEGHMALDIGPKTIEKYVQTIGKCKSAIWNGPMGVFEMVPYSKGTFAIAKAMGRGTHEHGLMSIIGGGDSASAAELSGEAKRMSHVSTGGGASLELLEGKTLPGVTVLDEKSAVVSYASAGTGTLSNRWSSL
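Recombinant glycosomal PGK reaction used 1,3-bisphosphoglycerate generated in-well by GAPDH (100nM final) in 100mM TEA pH 7.6, 5mM MgCl2, 0.01% Tween-20. After 60 minutes at room temperature, ATP was read by Kinase-Glo Plus luminescence end-point.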
ALOX12 inh: inhibitors of human 12S-lipoxygenase ALOX12; P18054; purified 12hLO, xylenol orange hydroperoxide absorbance; Potency, µM (titrated, usually from 108 µM), without a hit: at the top dose activity change, negative = inhibition, usual class: inhibitors; actives 1.1% (n = 580,000); AID 1671190; note: % is set by controls: 0 for no effect and ±100 for the full control effect
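Hydroperoxide product was detected by ferrous iron/xylenol orange as the 573 to 405 nm absorbance ratio. Arachidonic acid at 40 uM (final) was turned over for 30 min at room temperature by 150 nM human 12hLO, pH 7.0 Hepes buffer, after 15 min compound preincubation.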
An asterisk follows results filed as active; i = inactive; ? = inconclusive; nt = no result given; [ ] = dose if it differs, or a comment. Unless noted, calls come from the whole dose curve; as a rule, active = well fitted curve in the direction sought with a large enough effect; inconclusive = small, poorly fitted or top-dose-only effect, or another doubt; inactive = no such curve, though single readings can be large; an effect the other way counts as inactive or inconclusive. Potency is the fitted concentration of half-maximal effect. Only part of the results is shown; the hit share may differ from the screen's.

[1] Cc1sc(NC(=O)c2ccccc2)c(C(c2ccc(Cl)cc2)N2CCN(CCO)CC2)c1C (configuration not stated)
[2] Cc1ccc(-c2noc(C3CCN(S(C)(=O)=O)CC3)n2)o1
[3] Cc1ccc2cc(CN(C(=O)c3cccs3)c3ccccc3)c(=O)[nH]c2c1
[4] CCN1CCN(c2ccc(S(=O)(=O)N3CCOCC3)cc2NC(=O)c2ccccc2OC(F)F)CC1
[5] Cc1ccc(O)c(C(=O)c2cc(C#N)c(=O)n(-c3c(C)n(C)n(-c4ccccc4)c3=O)c2)c1
[6] COCCN(C(=O)CCC(=O)Nc1nccs1)C(C(=O)NCCC(C)C)c1ccc(OC)cc1 (configuration not stated)
[7] CC1=C(C(=O)Nc2ccccc2)C(c2ccccc2C)n2nc(SCC(=O)c3ccc(C)cc3)nc2N1 (configuration not stated)
[8] COc1ccccc1-c1c(C)nn2c(-c3ccccc3)cc(C)nc12
Compound	1	2	3	4	5	6	7	8
ERG-DNA inh	-14%	-3%	6%	-2%	3%	-3%	-2%	-4%
HP1b chromo inh	-17%	21%	38%[57 µM]	-15%	25%	-17%	21%	45%[activator]
RGS4 inh	-15%	-24%	-19%	-3%	13%	-2%	23%	-9%
Pin1 inh	-1%	-2%	?	-4%	?	-3%	0%	-2%
JMJD2A Tudor inh	?	-11%	-19%	-23%	-6%	-17%	-20%	10%
rTrxR1 inhibitor	-7%	-11%	11%	5%[57.1 µM]	0%	10%	21%[57.1 µM]	4%
GLS inh	-13%	1%	0%	0%	21%	-4%	2%	11%
PGK inhibitor	-7%	8%	-4%	-2%	-7%	-4%	4%	5%
ALOX12 inh	?	29%	-25%	nt	0%	?	?	4%

[9] CCN(CC)C(=O)CSCC(=O)Nc1ccccc1
[10] COc1ccc(NC(=O)CCCC(=O)O)cc1Cl
[11] COc1ccc(Br)cc1C(=O)Nc1nc2ccc(F)cc2s1
[12] CC1CC(C)CN(C(=O)C(Cc2ccccc2)n2cccc2)C1 (configuration not stated)
[13] O=c1c2ccccc2nc2c3ccccc3c(NCc3ccccn3)nn12
[14] CC1CCN(C(=O)c2[nH]cnc2C(=O)N[C@@H](CCCCNC(=O)OC(C)(C)C)C(=O)OC(C)(C)C)CC1
[15] CCc1ccc(-n2ccc(=O)c(C(=O)O)n2)cc1
[16] O=c1cc(-c2ccccc2)nc2cc(-c3ccco3)[nH]n12
Compound	9	10	11	12	13	14	15	16
ERG-DNA inh	nt	3%	-8%	0%	-12%	1%	3%	11%
HP1b chromo inh	14%	13%	46%[activator]	-2%	43%[activator]	76%[activator]	38%	27%
RGS4 inh	13%	-3%	-23%	-16%	12%	12%	-2%[56.9 µM]	-6%
Pin1 inh	0%	-9%	14%	-1%	?	0%	-1%	1%
JMJD2A Tudor inh	-3%	-9%	-5%	-32%	?	-4%	?	1%
rTrxR1 inhibitor	19%	1%[57.1 µM]	15%[11.4 µM]	5%	1%	16%	0%	11%[57.1 µM]
GLS inh	5%	5%	-3%	5%	-1%	-5%	-5%	1%
PGK inhibitor	-4%	-2%	nt	i	-6%	-1%	-8%	-6%
ALOX12 inh	-2%	-1%	-22%	0%	0%	14%	?	0%

[17] Cc1ccccc1NC(=O)CC(O)(C(F)(F)F)C(F)(F)F
[18] CCOc1ccc(S(=O)(=O)N2CCN(C(=O)c3ccccc3Cc3ccccc3)CC2)cc1
[19] CCn1nc(-c2ccccc2)c(-c2ccccc2)c(C(=O)Nc2ccccc2C(N)=O)c1=O
[20] COc1ccccc1N1CCN(c2ncnc3c2c(-c2ccccc2)cn3-c2cccc(C)c2)CC1
Compound	17	18	19	20
ERG-DNA inh	-9%	-3%	4%	0%
HP1b chromo inh	19%	40%[activator]	32%	16%
RGS4 inh	2%	-13%	21%	-6%
Pin1 inh	-9%	-4%	-4%	-8%
JMJD2A Tudor inh	-6%	-12%	-16%	-31%
rTrxR1 inhibitor	21%	26%	12%	10%[57.1 µM]
GLS inh	-4%	0%	9%	1%
PGK inhibitor	-1%	-9%	7%	-8%
ALOX12 inh	0%	-15%	-17%	-6%

Some of these compounds in order of molar mass, descending:
[14] CC1CCN(C(=O)c2[nH]cnc2C(=O)N[C@@H](CCCCNC(=O)OC(C)(C)C)C(=O)OC(C)(C)C)CC1
[20] COc1ccccc1N1CCN(c2ncnc3c2c(-c2ccccc2)cn3-c2cccc(C)c2)CC1
[19] CCn1nc(-c2ccccc2)c(-c2ccccc2)c(C(=O)Nc2ccccc2C(N)=O)c1=O
[11] COc1ccc(Br)cc1C(=O)Nc1nc2ccc(F)cc2s1
[13] O=c1c2ccccc2nc2c3ccccc3c(NCc3ccccn3)nn12
[8] COc1ccccc1-c1c(C)nn2c(-c3ccccc3)cc(C)nc12
[17] Cc1ccccc1NC(=O)CC(O)(C(F)(F)F)C(F)(F)F
[12] CC1CC(C)CN(C(=O)C(Cc2ccccc2)n2cccc2)C1 (configuration not stated)
[9] CCN(CC)C(=O)CSCC(=O)Nc1ccccc1
[16] O=c1cc(-c2ccccc2)nc2cc(-c3ccco3)[nH]n12
Compound	14	20	19	11	13	8	17	12	9	16
ERG-DNA inh	1%	0%	4%	-8%	-12%	-4%	-9%	0%	nt	11%
HP1b chromo inh	76%[activator]	16%	32%	46%[activator]	43%[activator]	45%[activator]	19%	-2%	14%	27%
RGS4 inh	12%	-6%	21%	-23%	12%	-9%	2%	-16%	13%	-6%
Pin1 inh	0%	-8%	-4%	14%	?	-2%	-9%	-1%	0%	1%
JMJD2A Tudor inh	-4%	-31%	-16%	-5%	?	10%	-6%	-32%	-3%	1%
rTrxR1 inhibitor	16%	10%[57.1 µM]	12%	15%[11.4 µM]	1%	4%	21%	5%	19%	11%[57.1 µM]
GLS inh	-5%	1%	9%	-3%	-1%	11%	-4%	5%	5%	1%
PGK inhibitor	-1%	-8%	7%	nt	-6%	5%	-1%	i	-4%	-6%
ALOX12 inh	14%	-6%	-17%	-22%	0%	4%	0%	0%	-2%	0%

[10] COc1ccc(NC(=O)CCCC(=O)O)cc1Cl
Compound	10
ERG-DNA inh	3%
HP1b chromo inh	13%
RGS4 inh	-3%
Pin1 inh	-9%
JMJD2A Tudor inh	-9%
rTrxR1 inhibitor	1%[57.1 µM]
GLS inh	5%
PGK inhibitor	-2%
ALOX12 inh	-1%
